PglD inh – inhibitors of Campylobacter jejuni PglD acetyltransferase | purified PglD enzyme, DTNB colorimetric CoA detection | inhibition, % at 12.5 µM | actives 0.098% (n = 360,000); in the data active = inhibition above about 16%, passing the limit was not always enough; also: strong numbers were not always called active
Cneo AK release – causes C. neoformans cell lysis | lysis activity, % at 15 µM | actives 0.2% (n = 360,000) | adenylate kinase release luminescence, 4 h; normalised: neutral wells 0, clomiphene wells 100;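 active = mean lysis activity across replicates of at least 80%, whatever share of replicates individually reach that level; inactive = mean lysis activity below 80%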
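Assay system: Cryptococcus neoformans yeast cells / Dosing: single-point compound dose / Timing: 4 h at 37 °C static, read 1 h later / Measured by: luminescence of released adenylate kinase using an AK detection reagent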
Statin myotox sup – suppression of simvastatin myotoxicity. actives 0.78% (n = 330,000). rescue of ATP level, % at 7.49 µM. C2C12 myotubes + simvastatin, ATP luminescence, 48 h; scaled: DMSO 0, geranylgeraniol control 100;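 active = mean ATP rescue above about 67%, or every replicate alone reaching that limit, limit read from the data, passing the limit was not always enough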;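 also: myotubes were challenged with 10 µM simvastatin during compound exposure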
PGC1a acetyl inh – modulators of PGC1a acetylation. U2OS PGC1a acetylation, AlphaScreen anti-acetyl-lysine; with virally co-expressed GCN5 acetyltransferase. inhibition, % at 15.6 µM. actives 0.17% (n = 350,000). AID 651687;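 active = every replicate shows inhibition of at least 40%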;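 also: 0% = neutral control wells and 100% = positive control wells; some results beyond the cut were filed as inactive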
miR122 inh – inhibitors of miR-122 in Huh7 cells; Huh7 miR-122 Renilla luciferase sensor, 48 h; neutral wells = 0, positive control = 100; activation (reporter increase), % at 12.5 µM; actives 0.3% (n = 340,000);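 active = mean replicate activation score at least 90 and every replicate individually at or above 90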;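 also: higher luciferase means less miR-122 activity so hits act as miR-122 inhibitors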
FN deposition inh – fibronectin deposition inhibition; AH1F fibroblasts, Alexa488-fibronectin deposition fluorescence, overnight; inhibition, % at 12.6 µM; AID 743247; actives 0.086% (n = 350,000);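 active = mean inhibition across replicates of 30% or more, regardless of how many single replicates reach that level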;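 also: positive control wells lacked labelled fibronectin entirely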
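Test system: AH1F fibroblast monolayer depositing Alexa488-labelled fibronectin into matrix. Input: 10000 cells per well. Technique: fluorescence, ex 485 nm, em 525 nm. Buffer or medium: DMEM plus 2% serum, read in PBS. Timing: 1 h cell adhesion before compound, then overnight fibronectin incubation. Compound: single dose, pinned. Read-out basis: inhibition from reduced deposited-fibronectin fluorescence.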
GSIS activator – primary screen for activators of insulin secretion dependent on glucose, INS-1E cells, GLuc reporter luminescence. INS-1E GLuc reporter insulin secretion, 2-3 h. activation, % at 16.6 µM. actives 0.61% (n = 370,000);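 active = lowest replicate activation of at least 40%, so every replicate reaches that level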;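 also: 0% = median of neutral control wells and 100% = median of IBMX positive control wells; some compounds called inactive have numbers as strong as hits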
F508del corr – correctors of CFTR F508del function in bronchial epithelial cells | CFBE cells, YFP halide quenching; stimulated with forskolin plus potentiator P3; % fluorescence drop versus neutral controls | activity (quench increase), % at 7.58 µM | actives 0.36% (n = 350,000);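 active = mean added fluorescence quench of at least 8% versus neutral control, with both replicates also reaching 8%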;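 also: cells transiently co-express mutant CFTR-F508del with the halide-sensitive YFP; corrector assay measuring rescue of mutant channel to the surface after 24 h compound exposure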
Active calls of the source: *; . = no result given; [ ] = remark or other dose.

canonical_smiles | PglD inh | Cneo AK release | Statin myotox sup | PGC1a acetyl inh | miR122 inh | FN deposition inh | GSIS activator | F508del corr
Cc1sc2ncn(/N=C/c3ccco3)c(=O)c2c1C | -2 | 1 | 3 | -1 | 0 | 0 | 20 | -1.6
N#C/C(=N\Nc1ccc(Br)cc1)C(=N)N1CCOCC1 | -2 | 2 | -4 | . | 4 | 3 | 8 | 1.0
O=C(CCS(=O)(=O)c1cccc2nsnc12)NC1CCCCC1 | 6 | 0 | 5 | -4 | 0 | -2 | . | .
Cc1ccc(S(=O)(=O)N2CC(=O)NC(=O)C2)cc1 | -1 | -2 | -24 | -6 | -1 | -3 | -8 | -0.6
N#Cc1ccc(-c2ccc([C@@H]3[C@@H](CO)N4C(=O)CNC[C@H]34)cc2)cc1 | . | . | . | 3 | . | -8 | 6 | -1.4
COc1ccc(C(NC(=O)C2CCN(CCCc3ccccc3)CC2)c2ccccn2)cc1 (stereo not drawn) | 4 | 4 | -2 | . | 5 | . | . | .
O=C(C[C@H]1CC[C@H]2[C@@H](COC[C@@H](O)CN2Cc2nccs2)O1)NCc1ccccc1Cl | 1 | -1 | -1 | 7 | -4[16.7 µM] | -19 | 1 | 0.9
CN(C(=O)COc1ccc(Cl)cc1Br)C1CCCCC1 | -7 | -2 | -53 | 0 | -1 | 2 | -31 | -2.5
CCC1CC(C)(C(=O)Nc2ccc(S(N)(=O)=O)cc2)OC1=O (stereo not drawn) | -2 | 0 | 8 | 6 | -5 | 1 | . | .
Cc1nnc(SCCn2c(N3CCCC(C)C3)nc3c2c(=O)[nH]c(=O)n3C)s1 (stereo not drawn) | -2 | 1 | 4 | 6 | -8 | -1 | . | .
Cc1noc(C)c1NC(=O)N(C)C[C@@H]1OCc2ccccc2-c2c(n(C)c3ccccc23)C(=O)N([C@@H](C)CO)C[C@@H]1C | 2 | -1 | 35 | -3 | . | -2 | -3 | 0.3
O=C(NCc1ccccc1)c1ccc2nc(N3CCOCC3)sc2c1 | 7 | 2 | 42 | -5 | 38 | 3 | 3 | 0.0
CCN(CC)c1ccc(NC(=O)c2ccc(NC(=O)C3CCCO3)cc2)c(C)c1 (stereo not drawn) | -2 | 5 | -3 | -54 | -5 | 0 | . | .
Cc1cccc(Nc2nc(NC(C)C)nc(Oc3ccc(=O)n(C)n3)n2)c1 | -4 | 11 | 0 | 3 | 29 | -18 | . | .
COc1ccccc1C1OCC(C)([N+](=O)[O-])CO1 (stereo not drawn) | 6 | -2 | 0 | 2 | -10 | -12 | 2 | -0.9

Taken from the listing (three entries):
canonical_smiles | PglD inh | Cneo AK release | Statin myotox sup | PGC1a acetyl inh | miR122 inh | FN deposition inh | GSIS activator | F508del corr
Cc1sc2ncn(/N=C/c3ccco3)c(=O)c2c1C | -2 | 1 | 3 | -1 | 0 | 0 | 20 | -1.6
N#C/C(=N\Nc1ccc(Br)cc1)C(=N)N1CCOCC1 | -2 | 2 | -4 | . | 4 | 3 | 8 | 1.0
O=C(CCS(=O)(=O)c1cccc2nsnc12)NC1CCCCC1 | 6 | 0 | 5 | -4 | 0 | -2 | . | .

(cont.)
canonical_smiles | PglD inh | Cneo AK release | Statin myotox sup | PGC1a acetyl inh | miR122 inh | FN deposition inh | GSIS activator | F508del corr
CN1CCN(C(=S)NC(=O)c2ccc(Br)cc2)CC1 | -1 | 3 | . | -27 | 4 | 1 | 9 | -0.1
CCOC(=O)C1CCN(C(=O)/C=C/c2cccs2)CC1 | 5 | 1 | 0 | . | -10 | 0 | 19 | 0.4
O=C1CC(N2CCC(c3nc4ccccc4o3)CC2)C(=O)N1 (stereo not drawn) | . | . | 7 | -1 | -7 | -2 | 19 | 0.5
COc1ccc(O)c(/C=N/Nc2nc(C)cc(-c3ccccc3)n2)c1 | -2 | -4 | -33 | -3 | -9 | 2 | . | -1.8
Cc1nnc(NC(=O)c2cccc(S(=O)(=O)N3CC(c4ccccc4)CC3=O)c2)s1 (stereo not drawn) | -4 | 0 | 1 | . | . | 4 | -4 | 0.9
COc1ccc(CCNC(=O)CCS(=O)(=O)c2cccc3nsnc23)cc1OC | 0 | 1 | -1 | -14 | -4 | 0 | . | .
CSc1ccc(/C=N/N2CCN(Cc3ccccc3)CC2)cc1 | 9 | 0 | 13 | . | -12 | . | 1 | -0.1
O=C1C2C3C=CC(CC3)C2C(=O)N1c1ccccc1[N+](=O)[O-] (stereo not drawn) | -1 | 1 | -4 | 0 | -6 | -14 | 2 | 1.0
CN(C)CC(=O)Nc1ccc2c(c1)[C@@H]1C[C@@H](CC(=O)N3CCOCC3)O[C@@H](CO)[C@@H]1O2 | 3 | -1 | 7 | 4 | 4[16.7 µM] | -13 | 3 | 3.5
C[C@H]1CN([C@@H](C)CO)C(=O)c2cccc(NS(=O)(=O)c3cn(C)cn3)c2O[C@@H]1CN(C)Cc1ccc(-c2ccccc2)cc1 | -1 | 2 | 26 | -5 | 9[16.7 µM] | . | -8 | -3.4
O/N=C\c1ccc(-c2ccccc2)o1 | . | . | 1 | 0 | -2 | -2 | 8 | 3.6
NC(N)=N/N=C/c1ccc(OCc2ccc(Cl)cc2Cl)cc1 | 2 | 8 | 11 | -14 | -23 | . | . | .
CCOc1ccccc1NC(=O)CCc1nnc2ccc(NCc3ccco3)nn12 | 4 | 3 | 1 | 3 | -2 | -1 | 8 | -0.8
C[C@@H]1CN([C@H](C)CO)C(=O)Cc2cc(NC(=O)NC3CCCCC3)ccc2O[C@H]1CN(C)C(=O)Nc1ccc2c(c1)OCO2 | 4 | -3 | -17 | 1 | -3[16.7 µM] | . | 7 | -3.7
CN(C)S(=O)(=O)c1cc(S(=O)(=O)N(C)C)c(Cl)cc1N | -1 | 0 | 5 | 5 | . | . | 10 | -0.4
Cn1nc(C(=O)NCc2ccccc2)c2c1-c1ccccc1S(=O)(=O)C2 | . | . | -7 | 9 | -10 | 2 | 4 | -0.6
OC(CNCC1CCCO1)Cn1c2ccc(Cl)cc2c2cc(Cl)ccc21 (stereo not drawn) | -5 | 9 | -15 | -17 | -27 | . | . | .
COc1cccc(-c2ccc3ncnc(N(C)Cc4ccco4)c3c2)c1 | 1 | 3 | -29 | -31 | -7 | -1 | -7 | 2.3
O=[n+]1cc(-c2cc3ccccc3o2)n([O-])c2c1CCCC2 | -4 | 2 | 6 | -4 | -1 | -5 | . | .
COc1ccc(CCNC2CC(=O)N(CCc3ccc(OC)c(OC)c3)C2=O)cc1 (stereo not drawn) | -7 | -1 | 0 | 7 | -2 | . | 31 | .
C[C@@H]1CN([C@@H](C)CO)C(=O)Cc2cc(NC(=O)Cc3ccccc3)ccc2O[C@H]1CN(C)S(=O)(=O)c1ccccc1 | -4 | 0 | 6 | -10 | -2[16.7 µM] | . | -1 | 1.1
COc1ccc2cc3c(N)nn(C(=O)c4cccc(F)c4)c3nc2c1 | . | . | 28 | 5 | 12 | 4 | -1 | -5.6
NS(=O)(=O)c1ccc(NC(=O)COc2ccc(Cl)cc2)cc1 | 0 | 0 | -4 | 14 | -3 | -4 | -10 | 2.1
Cc1cc[n+](CC[n+]2ccc(C)cc2)cc1 | -5 | 13 | 7 | -1 | -4 | -2 | -4 | 1.0
CN(C)CCN=Cc1c(O)n(Cc2ccccc2)c(=O)c2ccccc12 | 1 | 0 | -10 | -4 | -7 | -2 | 1 | -1.9
O=C(C[C@@H]1CC[C@H]2[C@@H](COC[C@@H](O)CN2C(=O)c2cccnc2)O1)NCc1ccc(-c2ccccc2)cc1 | 0 | 3 | 6 | -2 | 1[16.7 µM] | 1 | 4 | -1.5
O=c1ncn(C2CCCCC2)c(=O)[nH]1 | 1 | -1 | -2 | -14 | -8 | 16 | 16 | 1.5
NC(=O)C1CCN(c2oc(-c3ccc(F)cc3)nc2S(=O)(=O)c2ccccc2)CC1 | 0 | 0 | 1 | -5 | . | -1 | 6 | -4.2
COc1ccc2c3c(n(C)c2c1)[C@H](CO)N(C(=O)CN1CCOCC1)CC31CCN(C(=O)Nc2cccc(F)c2)CC1 | . | . | . | -3 | . | -9 | -13 | 0.6
COc1cccc(NC(=O)NNS(=O)(=O)c2ccc(OC)cc2OC)c1 | 4 | 0 | 9 | . | . | 3 | 10 | -1.2
Cn1c(SCC(=O)Nc2nccs2)nnc1C12CC3CC(CC(C3)C1)C2 | 2 | 1 | -19 | -8 | -2 | -3 | -15 | .
Cc1c(C(=O)N2CCCC2)c(S(=O)(=O)Nc2ccccc2Cl)c(C)n1C | -3 | 0 | 2 | -7 | -3 | 3 | 5 | -3.0
C[C@@H]1CN([C@H](C)CO)C(=O)Cc2cc(N(C)C)ccc2O[C@@H]1CN(C)C(=O)Nc1ccc(C(F)(F)F)cc1 | -1 | 0 | 3 | 6 | 4[16.7 µM] | -9 | -6 | -0.8
COc1ccccc1/C=N/NC(=O)c1ccc(CN2C(=O)c3cccc4cccc2c34)cc1 | 3 | 2 | 9 | -10 | -5 | 15 | 1 | -0.4
COCC(=O)Nc1ccc2c(c1)C(=O)N(C)C[C@H](OC)[C@H](C)CN(C(=O)c1ccccc1F)[C@@H](C)CO2 | 0 | -2 | -13 | 5 | -7[16.7 µM] | -12 | -5 | -1.8
O=C(CCn1cnc2ccccc21)N/N=C/c1ccc(O)cc1 | 1 | 1 | 19 | 6 | -1 | 0 | 1 | -0.1
COc1ccc(C)cc1S(=O)(=O)N1CCCC(C(=O)NC2CC2)C1 (stereo not drawn) | 1 | 2 | -6 | . | -4 | 5 | 28 | 0.4
CCOc1ccccc1C1CC(=O)Nc2cc(OC)c(OC)cc21 (stereo not drawn) | -2 | -1 | 5 | . | . | 5 | 10 | -1.9
COc1ccc2c(c1)CCc1c(C(=O)Nc3c(C)nn(Cc4ccccc4)c3C)noc1-2 | . | . | 19 | 4 | 0 | -8 | -3 | .
Cc1nnc(SCCn2c(N3CC(C)CC(C)C3)nc3c2c(=O)n(C)c(=O)n3C)s1 (stereo not drawn) | -1 | . | 9 | -2 | -1 | -1 | 5 | .
C=CCn1c(SCC(=O)N2CCN(c3ccc(F)cc3)CC2)nnc1-c1ccco1 | 1 | 0 | 9 | 1 | -7 | -9 | -8 | 0.7
Cc1cc2c(cc1C)CSC(c1ccccc1O)SC2 | . | -4 | 15 | 21 | 2 | -1 | . | .
CCN(CCn1cccn1)C(=O)c1cc(COc2cccc3cccnc23)on1 | -1 | 2 | 3 | . | -5 | 0 | 4 | 0.4
CC(C)(C)OC(=O)C[C@@H]1C/C=C\C[C@@H](CC(=O)NCCO)C(=O)NCCOC1=O | -3 | -1 | -10 | . | . | 6 | 0 | 0.2
COC(=O)c1nnc(-c2ccccc2)c(-c2ccccc2)n1 | -2 | 1 | -8 | 9 | -2 | -2 | -38 | .
Cc1cc(C(=O)Nc2ccccc2Cc2ccccc2)no1 | -1 | -1 | . | . | . | . | -4 | 1.6
COc1cccc2cc(C(=O)N3CCN(C45CC6CC(CC(C6)C4)C5)CC3)c(=O)oc12 | -3 | 1 | . | 6 | 0 | . | -6 | .
O=S(=O)(Nc1ccc2c(c1)nc1n2CCN(Cc2ccccc2)C1)c1ccc(Cl)cc1 | -1 | -2 | -13 | . | 14 | -10 | . | .

Screening data deposited in PubChem by Broad Institute.
